From PubChem BioAssay
PAFAH1B3 FP inh: PAFAH1B3 enzyme inhibitors, primary screen, biochemical, fluorescence polarization, human. Platelet-activating factor acetylhydrolase IB subunit alpha1 (Homo sapiens), Q15102. recombinant PAFAH1B3, FP-rhodamine probe. inhibition, % at 3.39 µM. 340,000 tested, 0.28% active;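 active means inhibition above the screen-wide average of all tested compounds plus 3 SD, cut at about 25% in these data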;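 further: 0% = enzyme with DMSO only and 100% = wells lacking PAFAH1B3 protein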
PAD4 FP inh: human PAD4 inhibitors, primary screen, biochemical, fluorescence polarization, 1536-well format | Protein-arginine deiminase type-4 (Homo sapiens), Q9UM07 | recombinant PAD4, RCA probe fluorescence polarization | inhibition, % at 6.36 µM | 330,000 tested, 0.41% active | AID 485272, 2010;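 active means percent inhibition above a cutoff equal to the mean of all tested compounds plus 3 SD, cut at about 15% in these data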;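 further: 0% = PAD4 with RCA probe and DMSO and 100% = probe without PAD4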
PREPL inh: PREPL enzyme inhibitors, primary screen, biochemical, fluorescence polarization | AID 2751, 2010 | inhibition, % at 5.96 µM | 320,000 tested, 0.68% active | recombinant PREPL, fluorescence polarization activity-based probe; in the data active means inhibition above about 43%;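 further: 0% = enzyme with DMSO and 100% = wells lacking enzyme; many of its hits are not listed in these tables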
Target sequence (Q4J6C6 whole entry, looked up): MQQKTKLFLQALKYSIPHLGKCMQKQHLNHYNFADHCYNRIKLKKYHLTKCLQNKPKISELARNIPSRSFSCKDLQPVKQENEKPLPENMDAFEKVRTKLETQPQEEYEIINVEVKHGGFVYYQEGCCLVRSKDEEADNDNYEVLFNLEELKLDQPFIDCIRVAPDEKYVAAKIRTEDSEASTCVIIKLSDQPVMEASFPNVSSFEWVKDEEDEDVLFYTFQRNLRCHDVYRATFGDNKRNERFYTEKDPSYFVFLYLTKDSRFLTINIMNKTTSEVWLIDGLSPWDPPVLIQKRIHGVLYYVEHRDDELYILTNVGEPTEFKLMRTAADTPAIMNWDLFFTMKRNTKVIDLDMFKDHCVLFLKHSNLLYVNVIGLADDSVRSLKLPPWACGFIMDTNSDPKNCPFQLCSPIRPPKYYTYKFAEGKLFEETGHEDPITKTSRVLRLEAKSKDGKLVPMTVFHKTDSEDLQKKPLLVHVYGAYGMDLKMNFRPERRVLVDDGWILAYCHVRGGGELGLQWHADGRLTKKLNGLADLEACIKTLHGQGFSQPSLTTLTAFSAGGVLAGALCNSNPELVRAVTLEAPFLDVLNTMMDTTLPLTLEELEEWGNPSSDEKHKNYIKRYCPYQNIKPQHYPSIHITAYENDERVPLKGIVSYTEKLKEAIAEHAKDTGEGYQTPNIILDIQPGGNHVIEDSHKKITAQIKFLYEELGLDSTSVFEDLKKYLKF
PAFAH2 FP inh: PAFAH2 enzyme inhibitors, primary screen, biochemical, fluorescence polarization, human; recombinant PAFAH2, FP-rhodamine activity probe; inhibition, % at 3.39 µM; Platelet-activating factor acetylhydrolase 2, cytoplasmic (Homo sapiens), Q99487; AID 492956, 2010; 340,000 tested, 0.99% active;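 active means inhibition above the mean over all tested compounds plus 3 SD, cut at about 30% in these data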;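 further: inhibitors block probe labeling of enzyme so polarization drops; 0% = enzyme with DMSO and 100% = wells lacking PAFAH2 protein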
GSTO1 counter: inhibitors of recombinant GSTO1, primary screen, counter-screen for RBBP9 inhibitor project, biochemical, fluorescence polarization | Glutathione S-transferase omega-1 (Homo sapiens), P78417 | activity-based probe fluorescence polarization | inhibition, % at 5.96 µM | 300,000 tested, 1.1% active | AID 1974, 2009;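 active means inhibition above the campaign mean inhibition plus 3 SD, cut at about 35% in these data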;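 further: 0% = GSTO1-1 with DMSO and 100% = wells lacking GSTO1-1 enzyme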
LYPLA1 inh: LYPLA1 inhibitors, primary screen, counter-screen for PME1 inhibitor project, biochemical, fluorescence polarization, FP-Rh probe ABPP | 320,000 tested, 0.16% active | recombinant LYPLA1 | Acyl-protein thioesterase 1 (Homo sapiens), O75608 | inhibition, % at 5.9 µM;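 active means inhibition above the mean of all tested compounds plus 3 SD, set per campaign, cut at about 14% in these data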;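 further: inhibitors block serine hydrolase probe labeling of LYPLA1 so polarization falls; 0% = enzyme with DMSO and 100% = wells lacking LYPLA1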
PAFAH1B2 inh: PAFAH1B2 enzyme inhibitors, primary screen, biochemical, fluorescence polarization, human. 340,000 tested, 1.2% active. AID 492953, 2010. recombinant PAFAH1B2, FP-rhodamine activity probe. inhibition, % at 3.39 µM. Platelet-activating factor acetylhydrolase IB subunit alpha2 (Homo sapiens), P68402;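 active means inhibition above the mean of all tested compounds plus 3 SD, cut at about 24% in these data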;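 further: 0% = enzyme with DMSO and 100% = wells lacking PAFAH1B2; many of its hits are not listed in these tables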
Target sequence (P68402 whole entry, looked up): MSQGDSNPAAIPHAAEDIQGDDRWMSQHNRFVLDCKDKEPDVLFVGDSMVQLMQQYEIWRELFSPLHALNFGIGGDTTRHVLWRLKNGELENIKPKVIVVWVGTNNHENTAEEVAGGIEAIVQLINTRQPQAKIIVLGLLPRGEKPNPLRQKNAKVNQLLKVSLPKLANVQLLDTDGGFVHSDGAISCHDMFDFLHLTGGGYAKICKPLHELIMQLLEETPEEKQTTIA
LYPLA2 inh: LYPLA2 inhibitors, primary screen, counter-screen for PME1 inhibitor project, biochemical, fluorescence polarization, FP-Rh probe ABPP; 320,000 tested, 0.38% active; inhibition, % at 5.9 µM; recombinant LYPLA2; Acyl-protein thioesterase 2 (Homo sapiens), O95372;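 active means inhibition above the screen-wide mean plus 3 SD, limit set per campaign, cut at about 26% in these data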;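 further: 0% = LYPLA2 with DMSO and 100% = wells lacking LYPLA2 enzyme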
pPAFAH FP inh: pPAFAH enzyme inhibitors, primary screen, biochemical, fluorescence polarization, human. Platelet-activating factor acetylhydrolase (Homo sapiens), Q13093. recombinant pPAFAH, FP-rhodamine probe fluorescence polarization. inhibition, % at 3.39 µM. 330,000 tested, 1.5% active. AID 463082, 2010;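 active means inhibition above the mean inhibition across the screen plus 3 SD, cut at about 25% in these data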;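 further: inhibitors block binding of the rhodamine activity-based probe so polarization drops; 0% = enzyme with DMSO and 100% = wells lacking pPAFAH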
* = called active by the depositor. Not all compounds are listed. The share of hits here may be higher or lower than overall.

N=C1C(c2ccccc2)=C(O)CN1c1ccccc1 was read as PAFAH1B3 FP inh -3, PAD4 FP inh 2, PREPL inh 0, PAFAH2 FP inh 4, GSTO1 counter 4, LYPLA1 inh 0, PAFAH1B2 inh -3, LYPLA2 inh 4 and pPAFAH FP inh 0.
`COc1ccc(N(CC(=O)N2CCN(c3cc(C)ccc3C)CC2)S(=O)(=O)c2c(C)noc2C)cc1` gave PAFAH1B3 FP inh 8, PAD4 FP inh -4, PREPL inh 15, PAFAH2 FP inh 3, GSTO1 counter 2, LYPLA1 inh 3, PAFAH1B2 inh 4, LYPLA2 inh 9 and pPAFAH FP inh 2.
`Cc1ccccc1Nc1nc2ccccc2n1C(C)C` gave PAFAH1B3 FP inh 1, PAD4 FP inh -4, PREPL inh -3, PAFAH2 FP inh 5, GSTO1 counter 3, LYPLA1 inh -2, PAFAH1B2 inh -1, LYPLA2 inh 3 and pPAFAH FP inh 0.
For CC(C)Cc1nnc(NC(=O)CC(=O)Nc2ccccc2C(=O)O)s1 the results were PAFAH1B3 FP inh 0, PAD4 FP inh -2, PREPL inh 3, PAFAH2 FP inh 6, GSTO1 counter 8, LYPLA1 inh -1, PAFAH1B2 inh 6, LYPLA2 inh -4 and pPAFAH FP inh 5.
For COC(=O)c1nnn(-c2nonc2N)c1CSCCO the results were PAFAH1B3 FP inh 2, PAD4 FP inh -2, PREPL inh 18, PAFAH2 FP inh -5, GSTO1 counter -3, LYPLA1 inh 3, PAFAH1B2 inh 2, LYPLA2 inh 4 and pPAFAH FP inh 2.
CCn1cc(CNC(=O)C2CCC(=O)N(Cc3ccccc3F)C2)cn1 (stereo unspecified) was read as PAFAH1B3 FP inh 1, PAD4 FP inh -1, PREPL inh 13, PAFAH2 FP inh -12, GSTO1 counter 12, LYPLA1 inh 7, PAFAH1B2 inh 5, LYPLA2 inh 4 and pPAFAH FP inh 1.
Cn1c(-c2ccccc2)cnc1N was read as PAFAH1B3 FP inh 0, PAD4 FP inh 6, PREPL inh 0, PAFAH2 FP inh -9, GSTO1 counter 1, LYPLA1 inh 1, PAFAH1B2 inh 4, LYPLA2 inh 4 and pPAFAH FP inh 4.
`CC(C)(C)NC(=O)C(c1ccc(F)cc1)N(Cc1ccccc1Cl)C(=O)c1ccn[nH]1` (stereo unspecified) gave PAFAH1B3 FP inh 10, PAD4 FP inh -4, PREPL inh 2, PAFAH2 FP inh -1, GSTO1 counter 2, LYPLA1 inh 5, PAFAH1B2 inh 2, LYPLA2 inh -3 and pPAFAH FP inh 2.
For Cn1cccc1CC(=O)N/N=C/c1ccc(Cl)c([N+](=O)[O-])c1 the results were PAD4 FP inh -4, PREPL inh 13, GSTO1 counter 19, LYPLA1 inh 1, LYPLA2 inh 8 and pPAFAH FP inh 21.
For CC(N=C1NS(=O)(=O)c2ccccc21)C(=O)NCCCc1ccccc1 (stereo unspecified) the results were PAFAH1B3 FP inh 14, PAD4 FP inh -4, PREPL inh 0, PAFAH2 FP inh -3, GSTO1 counter 17, LYPLA1 inh 1, PAFAH1B2 inh 5, LYPLA2 inh -5 and pPAFAH FP inh -2.
Screening COc1ccc(C2=NN(CCC(=O)NC3CCCCCC3)C(=O)CC2)cc1 returned PAFAH1B3 FP inh 11, PAD4 FP inh 2, PREPL inh 7, PAFAH2 FP inh 27, GSTO1 counter -10, LYPLA1 inh 0, PAFAH1B2 inh 0, LYPLA2 inh -2 and pPAFAH FP inh 7.
For C[C@H](CO)N1C[C@H](C)[C@@H](CN(C)C(=O)Nc2ccc(C(F)(F)F)cc2)Oc2ccc(NS(=O)(=O)c3cn(C)cn3)cc2C1=O the results were PAFAH1B3 FP inh 1, PAD4 FP inh -2, PREPL inh 47*, PAFAH2 FP inh 8, PAFAH1B2 inh -1 and pPAFAH FP inh 7.
COc1ccc(C(=O)NCCS(=O)(=O)NCc2ccc(C)cc2)cc1 was read as PAFAH1B3 FP inh 14, PAD4 FP inh 1, PREPL inh -14, PAFAH2 FP inh 5, GSTO1 counter 2, LYPLA1 inh -1, PAFAH1B2 inh -1, LYPLA2 inh -3 and pPAFAH FP inh 2.
Screening CCOC(=O)c1ccc(NC(=O)CSC(=S)N2CCOCC2)cc1 returned PAFAH1B3 FP inh 9, PAD4 FP inh -4, PREPL inh 13, PAFAH2 FP inh -6, GSTO1 counter -4, LYPLA1 inh -2, PAFAH1B2 inh 2, LYPLA2 inh -1 and pPAFAH FP inh -2.
For COC(=O)c1[nH]c(C)c(/C(O)=C2\C(=O)C(=O)N(CCN3CCOCC3)C2c2ccc(C)o2)c1C (stereo unspecified) the results were PAFAH1B3 FP inh 10, PAD4 FP inh 2, PREPL inh 16, PAFAH2 FP inh 7, GSTO1 counter 10, LYPLA1 inh -2, PAFAH1B2 inh 4, LYPLA2 inh -6 and pPAFAH FP inh -3.
Screening COc1ccc(C(=O)CC(=O)C(=O)Nc2ccc(C)cc2Cl)cc1 returned PAFAH1B3 FP inh 5, PAD4 FP inh -2, PREPL inh -6, PAFAH2 FP inh 5, GSTO1 counter -2, LYPLA1 inh 2, PAFAH1B2 inh 1, LYPLA2 inh 4 and pPAFAH FP inh 5.
Cc1cccc(C(=O)Nc2ccccc2C(=O)NCc2ccco2)c1 was read as PAFAH1B3 FP inh 0, PAD4 FP inh 1, PREPL inh -8, PAFAH2 FP inh 0, GSTO1 counter 0, LYPLA1 inh -3, PAFAH1B2 inh -5, LYPLA2 inh -5 and pPAFAH FP inh -1.
c1ccc(-c2noc(CC3CCCCC3)n2)cc1 was read as PAFAH1B3 FP inh 6, PAD4 FP inh 3, PREPL inh 15, PAFAH2 FP inh 10, GSTO1 counter 7, LYPLA1 inh -2, PAFAH1B2 inh 2, LYPLA2 inh -3 and pPAFAH FP inh 3.
Cc1ccc(F)cc1NC(=O)C12CC3CC(C1)CC(n1cnc([N+](=O)[O-])n1)(C3)C2 was read as PAFAH1B3 FP inh 4, PAD4 FP inh -3, PREPL inh -3, PAFAH2 FP inh -3, GSTO1 counter -3, LYPLA1 inh 2, PAFAH1B2 inh 1, LYPLA2 inh 3 and pPAFAH FP inh -1.
Cc1cc(C)c(C#N)c(SCc2cn3c(C)cccc3n2)n1 was read as PAFAH1B3 FP inh 8, PAD4 FP inh -3, PREPL inh 8, PAFAH2 FP inh 4, GSTO1 counter 3, LYPLA1 inh -1, PAFAH1B2 inh 3, LYPLA2 inh 5 and pPAFAH FP inh -2.
Screening O=C(NCc1ccccc1)/C(=N\O)c1ccccc1 returned PAFAH1B3 FP inh 4, PAD4 FP inh 2, PREPL inh -4, PAFAH2 FP inh 5, GSTO1 counter -6, LYPLA1 inh 4, PAFAH1B2 inh 2, LYPLA2 inh 2 and pPAFAH FP inh 0.
Screening COc1ccc(C)cc1NC(=O)c1cc2c(s1)CCC2 returned PAFAH1B3 FP inh 2, PAD4 FP inh -4, PREPL inh -5, PAFAH2 FP inh 0, GSTO1 counter 1, LYPLA1 inh 1, PAFAH1B2 inh 1, LYPLA2 inh 1 and pPAFAH FP inh 7.
`O=Cc1cccn1-c1ccc2ccccc2c1` gave PAFAH1B3 FP inh 2, PAD4 FP inh -1, PREPL inh -91, PAFAH2 FP inh 2, GSTO1 counter 2, LYPLA1 inh 3, PAFAH1B2 inh 7, LYPLA2 inh 3 and pPAFAH FP inh 4.
`COc1cc(SC)ccc1C(=O)NCCOc1ccccc1Cl` gave PAFAH1B3 FP inh 6, PAD4 FP inh -1, PREPL inh -12, PAFAH2 FP inh 3, GSTO1 counter -9, LYPLA1 inh -1, PAFAH1B2 inh 5, LYPLA2 inh 5 and pPAFAH FP inh 11.
For O=C(NC1CCN(Cc2ccccc2)CC1)c1cc(Br)c(Br)[nH]1 the results were PAFAH1B3 FP inh 9, PAD4 FP inh 1, PREPL inh -11, PAFAH2 FP inh -4, GSTO1 counter -3, LYPLA1 inh 2, PAFAH1B2 inh 1, LYPLA2 inh 6 and pPAFAH FP inh 2.
N#Cc1c(-c2ccc(F)cc2)noc1N was read as PAFAH1B3 FP inh 0, PAD4 FP inh 0, PREPL inh 16, PAFAH2 FP inh -13, GSTO1 counter 1, LYPLA1 inh -1, PAFAH1B2 inh 0, LYPLA2 inh 0 and pPAFAH FP inh -4.
CC(NC(=O)c1ccco1)C(=O)N1CCN(C(c2ccccc2)c2ccccc2)CC1 (stereo unspecified) was read as PAFAH1B3 FP inh -5, PAD4 FP inh -1, PREPL inh -1, PAFAH2 FP inh 0, GSTO1 counter 7, LYPLA1 inh -1, PAFAH1B2 inh 1, LYPLA2 inh -2 and pPAFAH FP inh 2.
Cn1c(=O)c2c(C(=O)O)cc(-c3ccccc3)nc2n(Cc2ccccc2)c1=O was read as PAFAH1B3 FP inh 7, PAD4 FP inh 1, PREPL inh -1, PAFAH2 FP inh 1, GSTO1 counter 0, LYPLA1 inh -6, PAFAH1B2 inh 1, LYPLA2 inh -5 and pPAFAH FP inh 3.
Screening CCCCN(CCCC)c1nc2ccccc2nc1NS(=O)(=O)c1ccc(NC(C)=O)cc1 returned PAFAH1B3 FP inh -2, PAD4 FP inh -7, PREPL inh 15, PAFAH2 FP inh -15, GSTO1 counter 14, LYPLA1 inh -1, PAFAH1B2 inh 4, LYPLA2 inh 5 and pPAFAH FP inh 4.
CN(CCOc1ccccc1)C(=O)c1cc([N+](=O)[O-])ccc1N1CCOCC1 was read as PAFAH1B3 FP inh 5, PAD4 FP inh -2, PREPL inh 8, PAFAH2 FP inh 2, GSTO1 counter -1, LYPLA1 inh 3, PAFAH1B2 inh 4, LYPLA2 inh -3 and pPAFAH FP inh 0.
For CCCCNC(=O)c1cc2c(=O)n3cccc(C)c3nc2n(Cc2ccccc2)c1=N the results were PAFAH1B3 FP inh 3, PAD4 FP inh -4, PREPL inh 6, PAFAH2 FP inh 2, GSTO1 counter 8, LYPLA1 inh 2, PAFAH1B2 inh -2, LYPLA2 inh -3 and pPAFAH FP inh 0.

Structures from the list above with a cyano group (2):
Cc1cc(C)c(C#N)c(SCc2cn3c(C)cccc3n2)n1 was read as PAFAH1B3 FP inh 8, PAD4 FP inh -3, PREPL inh 8, PAFAH2 FP inh 4, GSTO1 counter 3, LYPLA1 inh -1, PAFAH1B2 inh 3, LYPLA2 inh 5 and pPAFAH FP inh -2.
N#Cc1c(-c2ccc(F)cc2)noc1N was read as PAFAH1B3 FP inh 0, PAD4 FP inh 0, PREPL inh 16, PAFAH2 FP inh -13, GSTO1 counter 1, LYPLA1 inh -1, PAFAH1B2 inh 0, LYPLA2 inh 0 and pPAFAH FP inh -4.
